esBAF inh: inhibitors of esBAF chromatin remodeling in mouse ES cells; Bmi1-luciferase knock-in reporter, 24 h; 100% = twice the neutral-well signal; reporter increase, % at 12.5 µM; 350,000 compounds, 2% hits; AID 602393; in the data active means activation above about 40%; inconclusive means no clear call, values can overlap the other calls;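 further: 0% = median of the plate's neutral control wells and 100% = double that signal; a rise in the Bmi1 reporter signal indicates esBAF inhibition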
RAD54 branch: blocks human RAD54 Holliday junction branch migration; FAM/BHQ fluorescence; Q92698; 360,000 compounds, 0.14% hits; inhibition, % at 10.4 µM;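 active means mean normalized replicate activity at least 40 and at least half of replicates scoring 40 or more; inconclusive means only one of the two criteria met; inactive means mean below 40 and under half of replicates reaching 40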;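 further: 0% = median of neutral control wells and 100% = median of positive control wells; inhibitors cause a drop in the FAM fluorescence signal; in these data hits start at about 50%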
Target sequence (Q92698 whole entry, looked up): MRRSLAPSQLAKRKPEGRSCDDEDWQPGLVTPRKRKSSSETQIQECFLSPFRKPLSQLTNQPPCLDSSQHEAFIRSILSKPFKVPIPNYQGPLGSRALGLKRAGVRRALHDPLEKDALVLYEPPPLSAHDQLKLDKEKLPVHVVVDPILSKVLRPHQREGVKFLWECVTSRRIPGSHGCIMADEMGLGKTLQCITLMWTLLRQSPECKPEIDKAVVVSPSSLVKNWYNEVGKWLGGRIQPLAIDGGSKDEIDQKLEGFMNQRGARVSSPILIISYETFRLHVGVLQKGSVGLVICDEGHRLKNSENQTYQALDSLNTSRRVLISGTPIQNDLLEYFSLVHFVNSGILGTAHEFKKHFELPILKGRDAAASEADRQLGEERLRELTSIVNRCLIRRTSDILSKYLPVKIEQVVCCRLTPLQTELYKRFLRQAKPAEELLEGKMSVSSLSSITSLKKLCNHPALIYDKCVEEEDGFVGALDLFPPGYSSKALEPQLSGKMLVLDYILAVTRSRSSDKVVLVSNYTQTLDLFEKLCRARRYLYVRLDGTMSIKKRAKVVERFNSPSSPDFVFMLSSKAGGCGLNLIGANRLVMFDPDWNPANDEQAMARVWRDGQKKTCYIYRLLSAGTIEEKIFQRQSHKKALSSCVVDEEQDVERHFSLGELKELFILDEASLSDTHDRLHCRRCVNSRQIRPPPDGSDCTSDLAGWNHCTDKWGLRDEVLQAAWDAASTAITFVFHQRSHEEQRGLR
Starred values were filed as active, the others as inactive; ? = inconclusive. Not all compounds are listed; the hit share may differ from the screen's.

SMILES | esBAF inh | RAD54 branch
CC(C)OC(=O)CSc1nnc(-c2ccc(Cl)cc2Cl)o1 | 1.0 | 7.0
Cc1ccc(-c2noc(CCC(=O)NCc3ccco3)n2)cc1 | -5.9 | -7.5
CCOc1cc(/C=C2\C(=O)N(Cc3ccc(C)cc3)C(C)=C2C(=O)OC)ccc1O | -3.4 | -2.9
C=C[C@]1(C)C=C2CCC3[C@](C)(CCC[C@@]3(C)C(=O)O)C2CC1 (some centres undefined) | -8.5 | 0.8
CCOC(=O)C1=C(C)NC(=O)NC1c1ccc(OC)c(CN2CCOCC2)c1 (centres undefined) | -6.6 | -4.5
CCOc1ccc(N2C(=O)CC(N3CCN(C(=O)c4ccco4)CC3)C2=O)cc1 (centres undefined) | -9.7 | -17.1
O=C(Cn1nnc(-c2ccccc2)n1)NCc1cccs1 | -3.9 | 3.3
CC(c1ccco1)N(C(=O)Nc1ccc(Cl)cc1)c1ccccn1 (centres undefined) | 13.7 | 1.8
CCCc1nnc(NC(=O)CN2CCN(C)CC2)s1 | -0.9 | -15.8
CN(C)C(=S)NCc1ccccc1 | -5.4 | 0.1
COc1ccc(S(=O)(=O)Nc2ccc3c(c2)COC3=O)cc1OC | 3.9 | -3.2
CC(=O)N1CCc2cc(S(=O)(=O)NCCCN3CCN(Cc4ccccc4)CC3)ccc21 | -4.1 | -5.4
CCOc1ccc(NC(=O)C(=O)NCC2CCCN2CC)cc1 (centres undefined) | 1.0 | -5.9
CCCc1nc2ccc(NC(=O)c3ccco3)cc2c(=O)n1Cc1ccccc1Cl | 6.2 | 4.1
Cc1cc(N2CC(C(=O)NCc3cccs3)CC2=O)ccc1C(C)C (centres undefined) | -6.9 | -8.4
COc1c2ccoc2nc2c(OC)c(OCC(O)C(C)(C)O)ccc12 (centres undefined) | 7.8 | 12.0
COc1ccc2nc(Nc3nc(C)c(CCC(C)C)c(=O)[nH]3)nc(C)c2c1 | 2.4 | 1.2
COc1ccc(OC)c(NC(=O)CCN2CCCCCC2)c1 | -2.8 | -3.0
CC1CCN(C(=O)CSc2nc3cccnc3n2C)CC1 | -2.9 | 8.6
O=C(NCc1ccc2c(c1)OCO2)C1CCCN1C(=O)Nc1cccc(Cl)c1 (centres undefined) | 1.4 | -5.0

Some of these compounds in order of the esBAF inh value, smallest number first:
Structure	esBAF inh
CCOc1ccc(N2C(=O)CC(N3CCN(C(=O)c4ccco4)CC3)C2=O)cc1 (centres undefined)	-9.7
Cc1ccc(-c2noc(CCC(=O)NCc3ccco3)n2)cc1	-5.9
CCOc1cc(/C=C2\C(=O)N(Cc3ccc(C)cc3)C(C)=C2C(=O)OC)ccc1O	-3.4
CC(C)OC(=O)CSc1nnc(-c2ccc(Cl)cc2Cl)o1	1.0
COc1c2ccoc2nc2c(OC)c(OCC(O)C(C)(C)O)ccc12 (centres undefined)	7.8
CC(c1ccco1)N(C(=O)Nc1ccc(Cl)cc1)c1ccccn1 (centres undefined)	13.7

Continuation:
SMILES | esBAF inh | RAD54 branch
CCc1nc(NCc2ccccn2)c2oc3ccccc3c2n1 | -20.5 | -2.0
CCOC(=O)C1CCCN(c2ncnc3c2cnn3-c2ccc(OC)cc2)C1 (centres undefined) | -9.9 | 2.9
COc1ccc2c(c1)[nH]c1c(=O)n(CCN3CCCC3)cnc12 | -4.4 | 6.6
CCCCc1ccc(-c2ccc(C)cc2O)nc1 | 0.5 | 5.7
Cc1ccc(NC(=O)N2CCC(C(N)=O)CC2)cc1 | 3.9 | 9.5
COc1ccc(OC)c(NC(=O)CNC(=O)Cn2c(C)cc3ccccc3c2=O)c1 | 5.3 | 11.0
CC1(C)NC(=O)N(CCCOc2ccc3c(c2)CCC3)C1=O | 14.2 | 2.8
CCOC(=O)C1=C(C)NC(=O)C(C(N)=O)C1c1ccccc1 (centres undefined) | -3.1 | -3.1
CCOC(=O)Nc1ccc(S(=O)(=O)Nc2nccc(C)n2)cc1 | -2.5 | -8.8
CCOC(=O)C1=C(C)NC(=O)NC1c1cccc(O)c1 (centres undefined) | -3.7 | -17.2
COc1ccc(N(CC(=O)Nc2cc(Cl)ccc2OC)S(=O)(=O)c2c(C)noc2C)cc1 | -7.1 | -3.4
CCOC(=O)N1CCN(C(=O)c2cccc(OC)c2O)CC1 | -3.5 | -7.3
CCOc1ccc2nc(SCc3ccccc3C#N)sc2c1 | 61.0* | 2.2
CC(NC(=O)c1cc(-c2ccccc2)on1)c1ccccc1 (centres undefined) | 11.9 | -6.8
O=C(NC1CCN(C(=S)NCc2ccco2)CC1)NC12CC3CC(CC(C3)C1)C2 | 2.2 | -13.3
CO/N=C/NC(=O)NOCc1c(Cl)cccc1Cl | -10.4 | 6.1
COc1cccc(NC(=O)c2ccc(CN3CCOCC3)cc2)c1 | 39.7 | 2.1
CCc1ccccc1N(C(=O)CCC(=O)Nc1cc(C)on1)C(C(=O)NC1CCCC1)c1ccco1 (centres undefined) | 9.7 | 6.0
CC(C)c1nnc(NC(=O)CCCC(=O)O)s1 | -9.0 | 6.2
CCN(CC)CCCN1C=C2C(=O)C(C)(OC(=O)CCc3ccccc3)C(=O)C=C2C=C1c1ccc(C#N)cc1 (centres undefined) | 1.0 | -3.8
N=c1c(S(=O)(=O)c2ccc(Cl)cc2)cc2c(=O)n3ccccc3nc2n1Cc1cccnc1 | 4.5 | -2.2
COC(=O)c1ccccc1-c1ccc(/C=N/NC(=O)c2cc3ccccc3o2)o1 | 4.0 | -5.2
CCn1ncc(Br)c1C(=O)Nc1ccc(Cl)cn1 | 5.5 | -2.1
Cc1nc(COC(=O)c2c(C)nn(-c3ccccc3)c2C)cs1 | 58.3* | 1.2
Cc1nnc(NC(=O)CSc2nnc(Cc3ccccc3)n2-c2ccccc2)s1 | -2.5 | 1.1
CC12CN3CCN(CC(C3)C1(O)CN1CCOCC1)C2 (centres undefined) | -1.0 | -6.7
Cc1cccc(NC(=O)c2cc(NC(=O)c3ccco3)ccc2Cl)n1 | -2.1 | -18.6
CN(C)/C(CN1CCN(C=O)CC1)=C1\N=C(c2ccccc2)OC1=O | 10.9 | 7.5
CC(C)COC(=S)Nc1ccccc1 | 59.5* | 3.2
CN1CCN(c2nc(-c3ccccc3)c3cc(Cl)ccc3n2)CC1 | 0.8 | -4.8
CCN(C(N)=S)c1ccccc1 | -3.0 | 3.1
COc1cc(NC(=O)c2ccc(Cl)cc2)c(OC)cc1Cl | 18.7 | -7.7
CCOC(=O)c1nnsc1NC(C)=O | -8.1 | -14.1
CCOC(=O)CC(=O)CSc1ncnc2c1oc1ccccc12 | 10.3 | 2.6
Cc1sc2ncn(CC(=O)NCCCC(=O)N3CCN(c4ccccn4)CC3)c(=O)c2c1C | -7.4 | -9.3
Nc1c2c(nc3ccccc13)CCC2 | -6.2 | 6.9
O=C(COC(=O)CCc1ccccc1)Nc1ncc(Cl)cc1Cl | -7.3 | 0.1
COc1cc2c(=O)n(Cc3ccccc3)c(=O)n(CC(=O)NCc3ccco3)c2cc1OC | -10.2 | 1.0
CCn1cc(C(=O)N2CCCC2)c(=O)c2cc(S(=O)(=O)N3CCOCC3)ccc21 | -3.3 | 1.5
O=C(CC(c1ccccc1)c1ccccc1)Nc1ncn[nH]1 | -4.5 | -4.4
OC(c1cccc(OCc2ccccc2)c1)c1nnc(-c2ccccc2)o1 (centres undefined) | 12.8 | 3.5
O=C(CCC(=O)Nc1ccccc1)NCCO | -3.8 | 1.9
COc1ccc(CN2CC(C(=O)NCCc3ccccc3)CC2=O)cc1 (centres undefined) | 0.9 | 4.8
COc1cccc(-n2nnnc2SCC(=O)Nc2ccc3c(c2)OCCO3)c1 | -3.6 | -11.6
C/C(=N\NC(=O)c1cc2ccccc2cc1O)c1ccc2c(c1)OCO2 | 30.1 | 4.3
O=C(c1ccco1)N1CCN(c2ncnc3c(-c4ccc(Cl)cc4)nsc23)CC1 | -17.7 | 10.2
COc1ccc(OC)c(C(c2nnnn2Cc2ccccc2)N2CCC(C(N)=O)CC2)c1 (centres undefined) | 2.4 | 1.6
CCn1c(CCNC(=O)c2ccccc2Cl)n[nH]c1=S | 0.5 | -5.7
Cc1ccc(SCC(=O)NC(=O)NCc2ccco2)c(C)c1 | -6.1 | -0.8
CC(C)NS(=O)(=O)c1ccc(OCC(=O)NCCC2=CCCCC2)cc1 | -5.1 | -2.7
CCc1nn(C(C)C(=O)N2CCc3ccccc3C2)c(=O)c2cc3occc3n12 (centres undefined) | -3.4 | 9.4
CCOC(=O)Cc1nnc(NC(=O)CSc2ccc(C)cc2)s1 | -6.0 | -1.2
Cn1cccc1C(=O)N1CCN(c2cccc(C(F)(F)F)c2)CC1 | 6.1 | -0.9
O=C(NCCN1CCOCC1)c1csc2c1CCCC2 | 4.8 | -6.3
CCC(C(=O)Nc1ccccc1OC)n1c(C(=O)OC)cc2ccsc21 (centres undefined) | -4.5 | -4.6
CCN(CC)c1ccc(NC(=O)CN2CCN(c3ccccc3F)CC2)cc1 | -0.4 | -3.0
Cc1[nH]c(=O)[nH]c(=O)c1S(=O)(=O)N1CCCC(C(=O)NCc2ccco2)C1 (centres undefined) | 1.2 | 5.1
COc1ccc(NC(=O)CSc2nnc(-c3ccccc3)n2N)cc1 | -0.1 | -1.5
CCn1ncc(C2=NOC(C(=O)NCc3ccc(OC)cc3)C2)c1C (centres undefined) | 3.2 | 6.5
CCOc1ccc(C2=[N+]([O-])C(C)(C)N(O)C2(C)C)cc1 | 0.9 | -10.6

2 successive compounds from above:
SMILES | esBAF inh | RAD54 branch
CC(C)OC(=O)CSc1nnc(-c2ccc(Cl)cc2Cl)o1 | 1.0 | 7.0
Cc1ccc(-c2noc(CCC(=O)NCc3ccco3)n2)cc1 | -5.9 | -7.5

Sorted by SMILES length (high to low): some entries from above
SMILES | esBAF inh | RAD54 branch
COc1ccc(OC)c(C(c2nnnn2Cc2ccccc2)N2CCC(C(N)=O)CC2)c1 (centres undefined) | 2.4 | 1.6
COc1cccc(-n2nnnc2SCC(=O)Nc2ccc3c(c2)OCCO3)c1 | -3.6 | -11.6
CCN(CC)c1ccc(NC(=O)CN2CCN(c3ccccc3F)CC2)cc1 | -0.4 | -3.0

The results go on:
SMILES | esBAF inh | RAD54 branch
O=C1CN(C(=O)COC(=O)c2cccc(S(=O)(=O)NCc3ccccc3)c2)c2ccccc2N1 | -3.8 | -21.3
CC(Sc1ncc(C#N)c(N)n1)C(=O)Nc1ccccc1 (centres undefined) | -5.4 | -4.4
C=CCOc1ccc(NC(=O)C(=O)NCCCn2ccnc2)cc1 | 2.0 | 8.8
COc1ccc(C2C(C#N)=C(N)Oc3cc(O)ccc32)cc1OC (centres undefined) | 0.0 | 8.1
Cc1cccc(OCC(=O)NCCN2CCOCC2)c1 | 0.0 | -6.0
COc1cccc(C2(O)CCN(C(=O)C3CCC3)CC2)c1 | 2.5 | -0.1
COc1ccc(NC(=O)COc2nsnc2N2CCCCC2)cc1 | 1.1 | 5.7
O=C(O)CCNS(=O)(=O)c1ccc2ccccc2c1 | -0.6 | -6.3
OC(c1ccccc1)c1nc2ccccc2s1 (centres undefined) | 21.1 | 1.1
CCC1(C)CC(=O)N(c2ccc(C(=O)O)c(O)c2)C1=O (centres undefined) | -11.0 | -6.5
COc1ccc(-n2ncc3c(=O)n(CC(=O)OCc4ccccc4)cnc32)cc1 | 6.9 | -1.9
COc1ccc(CC(=O)Nc2nnc(SCc3ccccc3)s2)cc1S(=O)(=O)N1CCOCC1 | -5.9 | -1.8
Cc1cc(C)n2nc(SCC(=O)Nc3c(C)nn(-c4ccccc4)c3C)nc2n1 | 1.5 | 11.4
c1coc(Cn2nnnc2CN2CCN(C3CCCC3)CC2)c1 | -4.2 | 1.2
CC(=O)c1cccc(NC(=O)Nc2c(C)nn(C)c2C)c1 | 12.3 | -23.4
COc1cccc(NC(=O)Cc2c(C(=O)O)[nH]c3ccccc23)c1 | -1.6 | 13.3
C/C(CC1CC(COCC(C)C)OC1=O)=N\Nc1nc(-c2ccccc2)cs1 (centres undefined) | 0.3 | -3.2
CC1=C(C#N)C(Nc2ccc(C)cn2)(C(F)(F)F)C(=O)N1 (centres undefined) | -10.4 | 3.8
CCOc1cccc(OCCCCn2ccnc2)c1 | -0.1 | -18.3
Cc1ccc(Sc2c(C#N)c(-c3ccccc3)nn2C)cc1 | -3.5 | 5.0
Oc1ccc(Cl)cc1-c1cc(-c2ccccc2Cl)[nH]n1 | ? | 8.3
CN1C(=O)c2ccc(C(=O)NCc3ccccc3)cc2C1=O | -8.3 | 2.3
Cc1ccc(NC(=O)N2CCc3ccccc3C2)cc1 | 46.2* | -6.2
Cc1ccc2nc(Cc3ccc(N)cc3)[nH]c2c1 | 43.9* | -3.1
Cc1cc(C(=O)CSc2nnc(Nc3ccccc3)s2)c(C)n1CC1CCCO1 (centres undefined) | 24.3 | -11.5
Cc1ccc(CSCC(=O)N2CCOCC2)cc1 | 3.6 | 1.9
CC(C)OC(=O)CSc1nc(-c2ccc(F)cc2)cc(C(F)(F)F)n1 | -5.5 | 7.0
COCCn1c(=S)[nH]c2cc(C(=O)N3CCN(c4ccc(F)cc4)CC3)ccc2c1=O | -12.8 | 22.7
COc1cccc(OCC(=O)Nc2ccc(OC)c(OC)c2)c1 | 10.4 | 2.9
Cn1c(CNC(=O)c2ccco2)nnc1SCC(=O)Nc1cccc(Br)c1 | -3.4 | -4.4
COc1ccc(N(Cc2cc3cc(OC)ccc3[nH]c2=O)C(=O)C2CCCO2)cc1 (centres undefined) | -4.4 | -4.0
COCC(=O)NCc1nc2ccccc2n1Cc1ccccc1F | 0.8 | -2.9
COc1ccc(CNC(=S)Nc2cc(C)cc(C)c2)cc1 | 0.2 | -12.1
CCCCNc1nc(N(C)c2ccccc2)nc(-n2ccnc2)n1 | -0.8 | 2.6
CCOC(=O)c1c(C)nc2sc(C(N)=O)c(N)c2c1-c1ccccc1 | -9.8 | -2.1

Screens: PubChem BioAssay, Broad Institute
